B2AR arrestin: qHTS assay of beta-arrestin-biased ligands of beta2-adrenergic receptor; 0.02% of 330,000 active; beta-arrestin recruitment to beta2AR, cell-based reporter; AID 492947, 2010; Beta-2 adrenergic receptor (Homo sapiens), P07550; Potency, µM (doses to about 46.1 µM), inactives show at the top dose activation, usual class: activators;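 further: potency means the concentration at half of the fitted maximal effect; 0% = DMSO controls and full agonism = EC100 isoproterenol or metaproterenol; nearly all actives have a fitted effect of over 65% in size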
Target sequence (P07550 whole entry, looked up): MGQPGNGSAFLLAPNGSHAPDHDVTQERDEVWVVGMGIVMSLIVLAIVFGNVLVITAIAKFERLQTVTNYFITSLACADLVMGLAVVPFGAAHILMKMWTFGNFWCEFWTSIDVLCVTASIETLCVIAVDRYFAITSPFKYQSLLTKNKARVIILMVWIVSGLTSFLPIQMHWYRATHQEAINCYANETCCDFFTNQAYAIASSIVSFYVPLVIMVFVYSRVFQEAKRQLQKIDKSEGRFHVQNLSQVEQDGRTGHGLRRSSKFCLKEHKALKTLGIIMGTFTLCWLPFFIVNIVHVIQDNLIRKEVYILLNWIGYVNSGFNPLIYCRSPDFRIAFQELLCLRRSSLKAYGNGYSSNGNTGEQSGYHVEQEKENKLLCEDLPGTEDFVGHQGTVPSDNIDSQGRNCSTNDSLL
a7 integrin act: qHTS for Activators of Integrin-Mediated Alleviation for Muscular Dystrophy. Potency, µM (titrated, usually from 38.3 µM), inactives show top-dose activation, usual class: activators. alpha7betagal myoblasts, beta-gal FDG fluorescence, 48 h. AID 624291, 2012. 0.064% of 350,000 active;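 further: potency means the concentration at half of the fitted maximal effect; 100% = response of the positive control SU9516; nearly all actives have a fitted effect of over 60% in size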
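alpha7betagal+/- myoblasts (passage 13, 250/well) treated 48 h at 37C with compounds at 1:260 dilution of DMSO stock. Lysed, then beta-galactosidase activity read as FDG fluorescence (ex 480/em 540) after 30 min, with pre-read for autofluorescence.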
ELG1 genotoxic: qHTS screen for small molecules that induce genotoxicity in human embryonic kidney (HEK293T) cells expressing luciferase-tagged ELG1; HEK293T ELG1-luciferase reporter, luminescence, 16 h; Potency, µM (doses to about 46 µM), for inactives: top-dose activity change, positive = activation, actives largely listed as activators; 1.3% of 330,000 active; further: potency means the concentration at half of the fitted maximal effect; % of control where 0% means no effect; nearly all actives have a fitted effect of over 60% in size
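DMSO vehicle served as control against compound-treated ELG1-luciferase HEK293T cells; exposure lasted 16 hr at 37 °C and 5% CO2, followed by ONE-Glo luminescence detection after 30 min.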
S-ASM inh: Inhibitors of Secretory Acid Sphingomyelinase (S-ASM): qHTS | 0.006% of 340,000 active | Potency, µM (highest dose often 57.5 µM), inactives show at the top dose activity change, negative = inhibition, usual class: inhibitors | AID 504937, 2011 | Sphingomyelin phosphodiesterase (Homo sapiens), P17405 | placental ASM, HMU-PC fluorogenic substrate, 60 min; further: potency means the concentration at half of the fitted maximal effect
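Human placenta-derived ASM preincubated with compound 10 min at room temperature, then reacted with 9 uM (final) fluorogenic HMU-PC substrate for 60 min at 37 C. Stop solution raises pH to 10; fluorescence read at Ex 386/Em 447 nm.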
TRPV1 ag: HTS Assay for Compounds that Act as Agonists of the Vanilloid Receptor 1 | Transient receptor potential cation channel subfamily V member 1 (Homo sapiens), Q8NER1 | TRPV1-expressing cells, Fluo-8 calcium influx, agonist mode | activation, % at 8.33 µM | 0.19% of 320,000 active; in the data active means activation above about 80%; inconclusive means between about 30% and that limit; further: 0% is about no effect
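TRPV1-expressing cells were cultured overnight at 35.5C and loaded with Fluo-8 calcium dye for 40 to 90 min at room temperature. After a 10 s baseline, compound was added and calcium influx was read kinetically for 3 min (ex 480/em 520 nm).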
Eya2 phos inh: qHTS Assay for Inhibitors of the Phosphatase Activity of Eya2; Protein phosphatase EYA2 (Homo sapiens), O00167; recombinant Eya2, OMFP fluorescence dephosphorylation (OMFP is methylfluorescein phosphate); Potency, µM (series often up to 76.9 µM), for inactives: at the highest dose activity, negative = inhibition, usual class: inhibitors; 0.006% of 330,000 active; further: potency means the concentration at half of the fitted maximal effect; on the % scale 0 is the no-effect control and ±100 the full control effect
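Eya2 protein (added as 0.2 uM solution) was preincubated with compound for 10 min at ambient temperature in 50 mM HEPES pH 7.5, 50 mM NaCl, 5 uM MgCl2, 0.05% BSA, 1 mM DTT. OMFP (added at 50 uM) then reacted 10 min; fluorescence read at 485/525 nm.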
BRCA1 expr act: qHTS Assay to Identify Small Molecule Activators of BRCA1 Expression; MCF7-BRCA1-FFLuc reporter, luminescence, 48 h; response scale: scaled: vehicle 0%, 10 µM genistein 100%; Potency, µM (series often up to 46.1 µM), for inactives: at the highest dose activation, actives largely listed as activators; 1.1% of 380,000 active; AID 624202, 2012; further: potency means the concentration at half of the fitted maximal effect; nearly all actives have a fitted effect of over 80% in size; some results filed as inactive show a strong effect at the top dose
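Quantitative HTS in MCF7 cells stably reporting BRCA1 expression via firefly luciferase. Compound treatment lasts 48 h at 37 °C in phenol-red free MEM. Activation is expressed relative to genistein at 10 microM and DMSO.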
PTAP TSG101 blk: qHTS Assay for Iinhibitors of HIV-1 Budding by Blocking the Interaction of PTAP/TSG101. Fluorescence polarization, FITC-PTAP peptide / Tsg101 binding. Potency, µM (highest dose often 115 µM), for inactives: at the highest dose activity change, negative = inhibition, hits mostly inhibitors. 340,000 tested, under 10 active; active means well fitted inhibition curve with a large enough effect in the main read-out, with a control signal flat, not every such curve was filed as active; inconclusive means small, poorly fitted or top-dose-only effect, or effect the other way, or a change in a side signal; inactive means no such curve, though single readings can be large or run the other way; further: potency means the concentration at half of the fitted maximal effect; % of control where 0% means no effect
Target sequence (Q99816 whole entry, looked up): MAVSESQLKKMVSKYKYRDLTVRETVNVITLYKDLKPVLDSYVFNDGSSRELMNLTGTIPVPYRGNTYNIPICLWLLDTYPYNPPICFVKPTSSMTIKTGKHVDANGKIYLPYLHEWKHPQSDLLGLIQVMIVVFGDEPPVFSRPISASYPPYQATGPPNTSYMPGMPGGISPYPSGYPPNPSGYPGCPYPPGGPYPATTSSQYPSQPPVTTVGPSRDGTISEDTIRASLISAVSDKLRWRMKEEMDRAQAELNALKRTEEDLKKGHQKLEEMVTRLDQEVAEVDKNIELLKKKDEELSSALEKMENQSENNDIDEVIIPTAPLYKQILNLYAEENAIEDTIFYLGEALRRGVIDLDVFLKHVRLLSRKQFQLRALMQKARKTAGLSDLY
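Compounds were pin-transferred onto Tsg101 binding domain (10 uM final) in HEPES pH 7.5 buffer, then FITC-PTAP peptide was added at 50 nM final. After 20 min at RT, polarization reported peptide displacement across a qHTS concentration series.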
uPA surface inh: qHTS for Inhibitors of Cell Surface uPA Generation; Potency, µM (top dose mostly 38.3 µM), inactives show top-dose activity change, negative = inhibition, hits mostly inhibitors; cell surface uPA generation assay, qHTS; AID 540303, 2011; 0.31% of 330,000 active; active means well fitted inhibition curve with a large enough effect; inconclusive means small, poorly fitted or top-dose-only effect; inactive means no such curve, though single readings can be large or run the other way; tested in mouse RAW 264.7 cells; further: potency means the concentration at half of the fitted maximal effect; on the % scale 0 is the no-effect control and ±100 the full control effect; nearly all actives have a fitted effect of over 55% in size
USP2a block: qHTS Assay for Inhibitors of Ubiquitin-specific Protease USP2a Using CHOP2 as the Reporter | Ubiquitin carboxyl-terminal hydrolase 2 (Homo sapiens), O75604 | USP2 core, Ub-CHOP2 coupled fluorogenic reporter, 485/531 | Potency, µM (series often up to 38.3 µM), without a hit: at the top dose activity change, negative = inhibition, hits mostly inhibitors | 0.01% of 330,000 active | AID 463254, 2010;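 further: potency means the concentration at half of the fitted maximal effect; plate controls were DMSO wells for no effect and full inhibition by NEM control for full effect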
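Deubiquitinase activity read as fluorescence (485/531 nm) after Ub-CHOP2 cleavage activates the enterokinase reporter on its substrate; USP2 core 10nM, Ub-CHOP2 and substrate 25nM each, 30min compound preincubation then 60min RT; data normalized to NEM, curves fitted.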
p53 reactivation: qHTS assay for re-activators of p53 using a Luc reporter. H1299 p53-A138V BP100-luciferase reporter, luminescence, 24 h. Potency, µM (top dose mostly 92.2 µM), inactives show at the top dose activity change, positive = activation, hits mostly activators. 0.063% of 320,000 active. AID 504706, 2011; further: potency means the concentration at half of the fitted maximal effect; % of control where 0% means no effect; nearly all actives have a fitted effect of over 45% in size
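p53-null H1299 cells stably carrying temperature-sensitive p53-A138V and a BP100-luciferase reporter were pinned with compounds (4-point, 1:5 series) and held 24 hrs at 37 deg C. Luminescence was read 10 min after detection reagent.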
Starred values were filed as active, the others as inactive; ? = inconclusive; . = not tested or not shown. Unless noted, the call rests on the fitted dose curve; in most records, active means well fitted curve in the direction sought with a large enough effect; inconclusive means small, poorly fitted or top-dose-only effect, or another doubt; inactive means no such curve, though single readings can be large; an effect the other way counts as inactive or inconclusive.

cpd	SMILES	B2AR arrestin	a7 integrin act	ELG1 genotoxic	S-ASM inh	TRPV1 ag	Eya2 phos inh
1	COC(=O)c1cc(S(=O)(=O)N2CCN(c3ccccc3OC)CC2)cn1C	0.0%	0%	-4%	-3%	7	-3%
2	CC(=O)N1CCOc2ccc(S(=O)(=O)Nc3ccc(C)cn3)cc21	0.1%	17%	-1%	0%	-1	12%
3	NC(=O)CSc1nnc(-c2ccc(S(=O)(=O)N3CCCC3)cc2)n1Cc1ccco1	-0.3%	0%	0%	22%	0	14%
4	Cc1cc(C)c2oc(-c3cccc(N)c3)nc2c1	0.0%	-1%	?	33%	4	0%
5	CC(c1nc2ccccc2c(=O)[nH]1)N1CCN(C)CC1 (stereo not drawn)	0.0%	-17%	-1%	3%	-3	0%
6	CCCC1CC(CSc2ncn[nH]2)OC1=O (stereo not drawn)	5.8%	-13%	0%	3%	3	3%
7	CC[C@]12c3[nH]c4ccc(Cl)cc4c3CCN1C(=O)[C@@H](CC(=O)NCC13CC4CC(CC(C4)C1)C3)C[C@@H]2C(=O)N1CCN(C(=O)c2ccco2)CC1	-0.4%	-41%	-3%	-9%	.	-20%
8	Cc1cc(C(=O)CSc2nnc(N)s2)c(C)n1CCc1ccc(F)cc1	-0.2%	0%	-4%	2%	?	-4%
9	CC1CCCC(C)N1C(=O)COC(=O)CN1C(=O)c2ccccc2C1=O (stereo not drawn)	-0.4%	33%	1%	3%	.	13%
10	CC(C)(C)c1ccc(C(=O)N2CCC(C(=O)NCc3ccncc3)CC2)cc1	-0.7%	7%	3%	2%	?	18%

cpd	BRCA1 expr act	PTAP TSG101 blk	uPA surface inh	USP2a block	p53 reactivation
1	0%	-1%	-1%	1%	-6%
2	4%	-5%	-2%	1%	5%
3	1%	-2%	.	-2%	8%
4	44%	-2%	-15%	-2%	?
5	-2%	-1%	-1%	1%	-3%
6	0%	-1%	-2%	4%	4%
7	-72%	-5%	?	-11%	9%
8	-3%	-8%	3%	3%	8%
9	-8%	-2%	-29%	-2%	-3%
10	?	-2%	-3%	1%	-4%

The results go on.
cpd	SMILES	B2AR arrestin	a7 integrin act	ELG1 genotoxic	S-ASM inh	TRPV1 ag	Eya2 phos inh
11	O=C1c2cccnc2C(=O)N1Cc1ccco1	-1.3%	4%	0%	3%	2	7%
12	O=C(CSc1nnc(Cn2c(=O)sc3ccccc32)n1CCc1ccccc1)N1CCOCC1	-0.4%	17%	1%	0%	?	5%
13	CCN(CC(=O)NCc1cccs1)C(=O)c1ccc(S(=O)(=O)N(C)C)cc1	0.1%	3%	0%	-1%	1	-13%
14	CCOC(=O)C1CCCN(S(=O)(=O)c2ccc(-n3cnnn3)c(C)c2)C1 (stereo not drawn)	-0.5%	30%	-2%	0%	?	-5%
15	Nc1nc2ccccc2n1/N=C/c1ccc(Br)cc1	0.4%	0%	16µM*	-5%	-5	-23%
16	Cc1cc(C)cc(N(CC(=O)N2CCN(c3ccccc3)CC2)S(=O)(=O)c2c(C)noc2C)c1	0.1%	-17%	-12%	0%	.	3%
17	CCCn1c(/N=C/c2cc(OC)ccc2O)nc2ccccc21	-0.4%	-3%	-4%	0%	-2	-5%
18	Cc1ccc(-n2c(-c3cc(-c4ccco4)[nH]n3)n[nH]c2=S)c(Br)c1	-0.4%	7%	5%	1%	1	17%
19	Cc1cc(/C=N/Nc2ccc([N+](=O)[O-])cn2)c(C)n1-c1ccc(C(=O)O)cc1	0.4%	?	11%	-7%	3	5%
20	N#CC(C#N)=C1CCCc2sccc21	.	-6%	.	4%	.	.

cpd	BRCA1 expr act	PTAP TSG101 blk	uPA surface inh	USP2a block	p53 reactivation
11	-11%	-6%	.	-3%	-2%
12	-8%	-5%	.	3%	-24%
13	-1%	-5%	2%	0%	-1%
14	-12%	-1%	0%	-1%	2%
15	5%	1%	5%	0%	?
16	0%	-1%	0%	1%	-3%
17	-9%	-4%	-2%	2%	-1%
18	-7%	0%	-5%	-10%	4%
19	?	4%	7%	-1%	14%
20	-5%	-1%	1%	.	.

Following part:
cpd	SMILES	B2AR arrestin	a7 integrin act	ELG1 genotoxic	S-ASM inh	TRPV1 ag	Eya2 phos inh
21	Cc1ccc(C(C(=O)NC2CCCCC2)N(CCC(C)C)C(=O)CNC(=O)c2ccco2)o1 (stereo not drawn)	-0.7%	-10%	6%	0%	25	6%
22	O=C(Nc1ccc(F)cc1)c1ccc(=O)[nH]n1	-1.0%	-8%	5%	-5%	-4	3%
23	O=C1CC(c2ccc(S(=O)(=O)N3CCN(c4ccccc4)CC3)cc2)CN1 (stereo not drawn)	-0.7%	-4%	-2%	-3%	-3	-3%
24	COc1cc2nc(CN3CCN(S(=O)(=O)c4ccc(C)c(C)c4)CC3)[nH]c(=O)c2cc1OC	-0.3%	-1%	7%	1%	-4	-1%
25	O=C(NCCc1ccccc1F)C1CC(=O)N(c2cccc(C(F)(F)F)c2)C1 (stereo not drawn)	.	4%	.	-2%	.	.
26	COc1ccccc1Nc1ccc(S(=O)(=O)N2CCCCC2)cc1[N+](=O)[O-]	0.0%	-16%	-1%	-7%	-4	-8%
27	C=C(C)Cn1c(CCNC(=O)C(C)C)nc2ccccc21	-0.2%	6%	-2%	1%	-7	-8%
28	COC(=O)C1CCN(CC(=O)Nc2cc(Cl)ccc2OC)CC1	-0.1%	.	-1%	.	11	-13%
29	CCN1C(=O)[C@H]2[C@@H](c3ccc(-c4ccc(OC)cc4)cc3)N[C@@](Cc3ccccc3)(C(=O)OC)[C@H]2C1=O	0.2%	0%	-1%	-13%	-3	-4%
30	O=c1oc2ccccc2c(NC2CCCCC2)c1NS(=O)(=O)c1ccc(F)cc1	7.8%	?	0%	13%	19	4%
31	CCOC(=O)C(Sc1cc(C)nc(N)n1)C(C)=O (stereo not drawn)	-0.1%	-2%	0%	0%	-2	-23%

cpd	BRCA1 expr act	PTAP TSG101 blk	uPA surface inh	USP2a block	p53 reactivation
21	-4%	-9%	4%	-3%	-2%
22	-3%	-4%	1%	-1%	2%
23	-13%	-4%	6%	3%	-7%
24	-9%	-3%	-1%	0%	-8%
25	-5%	0%	-1%	.	.
26	-33%	0%	-1%	4%	-3%
27	-2%	-7%	-10%	1%	3%
28	.	.	.	0%	-1%
29	-16%	-1%	-4%	2%	9%
30	-29%	-8%	?	5%	-4%
31	4%	-7%	-5%	1%	1%

An excerpt of these results, with values under each structure.
The line under a structure holds: B2AR arrestin | a7 integrin act | ELG1 genotoxic | S-ASM inh | TRPV1 ag | Eya2 phos inh | BRCA1 expr act | PTAP TSG101 blk | uPA surface inh | USP2a block | p53 reactivation
22	O=C(Nc1ccc(F)cc1)c1ccc(=O)[nH]n1
 : -1.0% | -8% | 5% | -5% | -4 | 3% | -3% | -4% | 1% | -1% | 2%
23	O=C1CC(c2ccc(S(=O)(=O)N3CCN(c4ccccc4)CC3)cc2)CN1 (stereo not drawn)
 : -0.7% | -4% | -2% | -3% | -3 | -3% | -13% | -4% | 6% | 3% | -7%
24	COc1cc2nc(CN3CCN(S(=O)(=O)c4ccc(C)c(C)c4)CC3)[nH]c(=O)c2cc1OC
 : -0.3% | -1% | 7% | 1% | -4 | -1% | -9% | -3% | -1% | 0% | -8%
25	O=C(NCCc1ccccc1F)C1CC(=O)N(c2cccc(C(F)(F)F)c2)C1 (stereo not drawn)
 : . | 4% | . | -2% | . | . | -5% | 0% | -1% | . | .
26	COc1ccccc1Nc1ccc(S(=O)(=O)N2CCCCC2)cc1[N+](=O)[O-]
 : 0.0% | -16% | -1% | -7% | -4 | -8% | -33% | 0% | -1% | 4% | -3%

Bioassay records from PubChem BioAssay.

The order is random. About 2.6% of those tested had a hit in this group.
